Screening results from PubChem.
MsrA inhibitor: bovine MsrA inhibition; purified bovine MsrA, absorbance read-out; inhibition, % at 15.5 µM; hit rate 0.75% among 360,000; in the data active means inhibition above about 4.5%;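 further: 0% = vehicle wells with enzyme and 100% = reference inhibitor wells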
TbMetRS inhib: Trypanosoma brucei MetRS inhibition; purified T. brucei MetRS, ATP depletion, Kinase-Glo luminescence; inhibition, % at 11.9 µM; hit rate 0.4% among 360,000; AID 624268;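 active means inhibition above a per-plate cutoff of the control wells' mean inhibition plus 3 SD, cut at about 5.5% in these data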;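 further: 0% = DMSO wells median and 100% = median of wells with control inhibitor compound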
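Material: T. brucei methionyl-tRNA synthetase, purified; reagent: substrates ATP, L-methionine and bulk Escherichia coli tRNA; dosing: 11.9 µM single point; timing: 15 min plus 2 h at 25 °C; detection: luminescence of leftover ATP; evaluation: % inhibition; control set: DMSO-only wells as low control; replicates: singlicate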
NRP1-CendR mod: modulators of CendR peptide binding to human neuropilin-1; FAM-RPARPAR peptide binding to NRP-1, fluorescence polarization; inhibition, % at 25 µM; hit rate 0.85% among 360,000; AID 602438;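 active means inhibition or corrected inhibition above about 18%, plus a signal ratio from 0.5 to 1.5, limit read from the data, passing the limit was not always enough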; further: strong numbers were not always called active
Target sequence (O14786 whole entry, looked up): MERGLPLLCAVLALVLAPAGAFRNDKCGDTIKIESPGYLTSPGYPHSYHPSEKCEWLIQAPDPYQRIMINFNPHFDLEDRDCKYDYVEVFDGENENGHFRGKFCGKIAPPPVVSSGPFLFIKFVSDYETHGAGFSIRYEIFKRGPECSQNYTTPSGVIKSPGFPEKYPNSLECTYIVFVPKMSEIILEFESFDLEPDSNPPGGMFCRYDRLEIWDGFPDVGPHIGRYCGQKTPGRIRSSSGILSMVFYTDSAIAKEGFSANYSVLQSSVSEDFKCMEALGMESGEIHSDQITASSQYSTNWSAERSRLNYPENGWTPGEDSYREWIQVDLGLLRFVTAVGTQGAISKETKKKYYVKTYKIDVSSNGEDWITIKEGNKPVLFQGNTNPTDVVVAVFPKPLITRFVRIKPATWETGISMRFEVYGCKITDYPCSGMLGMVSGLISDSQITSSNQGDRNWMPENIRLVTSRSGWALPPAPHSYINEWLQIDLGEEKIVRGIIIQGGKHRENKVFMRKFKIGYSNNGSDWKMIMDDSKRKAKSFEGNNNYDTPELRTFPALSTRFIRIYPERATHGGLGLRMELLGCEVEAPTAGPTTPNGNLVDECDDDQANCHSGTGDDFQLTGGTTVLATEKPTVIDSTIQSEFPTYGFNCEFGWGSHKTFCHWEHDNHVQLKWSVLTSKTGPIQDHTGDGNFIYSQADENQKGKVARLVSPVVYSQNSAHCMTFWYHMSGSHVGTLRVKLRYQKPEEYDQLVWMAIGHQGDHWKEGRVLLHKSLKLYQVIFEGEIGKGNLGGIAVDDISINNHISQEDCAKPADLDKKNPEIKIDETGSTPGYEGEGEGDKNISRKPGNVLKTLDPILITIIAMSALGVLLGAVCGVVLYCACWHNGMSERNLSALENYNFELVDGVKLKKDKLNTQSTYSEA
SKN-1 block: inhibitors of C. elegans SKN-1 | AID 624304 | C. elegans VP596 Pgst-4::GFP/RFP ratio, acrylamide-induced, 24 h | hit rate 0.49% among 360,000 | inhibition, % at 21.8 µM;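 active means interference check ratio from 0.5 to 1.5 plus GFP to RFP signal ratio inhibition reaching or exceeding a fixed threshold, cut at about 30% in these data, passing the limit was not always enough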; further: some compounds called inactive have numbers as strong as hits
MLLE-PAM2 inh: inhibitors of microRNA-mediated deadenylation, human PABP1 MLLE binding | P11940 | GST-MLLE / FITC-PAM2 fluorescence polarization | inhibition, % at 20 µM | hit rate 0.36% among 360,000 | AID 588489; in the data active means inhibition above about 35%, passing the limit was not always enough;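 further: plate controls were DMSO wells with GST-MLLE for no effect and wells lacking GST-MLLE protein for full effect; some results filed as inactive read as strong as hits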
bovine MsrA act: activates bovine MsrA enzyme. purified bovine MsrA, absorbance read-out. activation, % at 10.6 µM. hit rate 0.3% among 360,000; in the data active means activation above about 7.5%;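 further: 0% = vehicle and 100% = reference activator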
MT1-MMP act inh: MT1-MMP (human) activation inhibition; HT1080 RFP-PRO-GFP cells, GFP/RFP ratio fluorescence, overnight; percent of plate control window, DMSO zero; P50281; GFP/RFP ratio change, % at 20 µM; hit rate 0.061% among 360,000;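 active means GFP/RFP ratio change of at least 30% with cell ATP level not reduced by more than half and red fluorescence within 50% of control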; further: strong numbers were not always called active
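system = RFP-PRO-GFP reporter HT1080 cells | dosing = 20 µM single dose, 1% DMSO | timing = overnight cell settling, then overnight compound exposure, 37 °C, 5% CO2 | read-out basis = GFP/RFP fluorescence ratio | controls = DMSO and RFP-L50D-GFP cell wells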
eLon inh: inhibitors of E. coli Lon protease; hit rate 0.42% among 360,000; purified E. coli Lon protease, fluorescence polarization; P0A9M0; inhibition, % at 7.94 µM; in the data active means inhibition above about 13%, passing the limit was not always enough;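 further: 0% = enzyme with probe and DMSO and 100% = no enzyme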
FAS TE block: blocks the thioesterase domain of human fatty acid synthase; hit rate 0.67% among 360,000; P49327; recombinant FAS-TE, OMFH fluorogenic substrate, fluorescence endpoint; inhibition, % at 15 µM;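 active means compounds whose normalised, plate-corrected inhibition of enzyme fluorescence in the single-dose primary screen is 50% or more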;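 further: 0% = DMSO with enzyme and 100% = substrate without enzyme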
The depositor's hits bear a star.

SMILES | MsrA inhibitor | TbMetRS inhib | NRP1-CendR mod | SKN-1 block | MLLE-PAM2 inh | bovine MsrA act | MT1-MMP act inh | eLon inh | FAS TE block
CC(/C=N\NC(=O)c1cc(C)oc1C)=C\c1ccccc1 | 1.1 | -0.3 | 11 | 7 | 0 | -5 | -2 | 4 | 0
Cc1nc2cc(-c3ccc(Br)cc3)[nH]n2c(=O)c1Cl | -0.8 | 0.3 | 2 | -3 | 18 | -2 | 2 | 2 | 0
CCc1ccc(-n2c(=O)c3c(C)c(C)sc3n(CC(=O)NCC3CCCO3)c2=O)cc1 (stereo not given) | -0.5 | 0.5 | -7 | -1 | -6 | -5 | 5 | 7 | -3
CC(NC(=O)CN1c2cccc3cccc(c23)S1(=O)=O)c1ccc(S(N)(=O)=O)cc1 (stereo not given) | 1.2 | -0.4 | 14 | -1 | -7 | -5 | 2 | -7 | -2
Nc1nonc1C(=O)NCCNC(=O)c1ccccc1F | -0.1 | -1.3 | 4 | -8 | -2 | -10 | 2 | 1 | 1
OCC[C@@H]1C[C@@H](O)[C@H](O)[C@]2(CCCCO2)O1 | -0.7 | 0.0 | 15 | 3 | 7 | 0 | -3 | 3 | -8
CSc1nc2n(n1)C(c1cccs1)C1=C(CCCC1=O)N2 (stereo not given) | 0.7 | 0.5 | -5 | -13 | -4 | -5 | 6 | 3 | 1
Cc1ccc(CNC(=O)c2ccccc2N(C)S(C)(=O)=O)cc1 | 0.3 | -1.4 | -8 | -10 | 0 | -13 | -4 | -5 | -3
Cc1cc(SCC(=O)NCCCN2CCCC2=O)nc2ccccc12 | 0.7 | -0.5 | -18 | 6 | -18 | -3 | -9 | -13 | -18
O=C(CCNC(=O)c1ccco1)Nc1cccc(C(F)(F)F)c1 | 0.4 | 0.1 | -5 | -1 | -2 | -2 | -3 | 9 | 0

Part of the list above, with each value named:
Cc1cc(SCC(=O)NCCCN2CCCC2=O)nc2ccccc12
  MsrA inhibitor = 0.7; TbMetRS inhib = -0.5; NRP1-CendR mod = -18; SKN-1 block = 6; MLLE-PAM2 inh = -18; bovine MsrA act = -3; MT1-MMP act inh = -9; eLon inh = -13; FAS TE block = -18

O=C(CCNC(=O)c1ccco1)Nc1cccc(C(F)(F)F)c1
  MsrA inhibitor = 0.4; TbMetRS inhib = 0.1; NRP1-CendR mod = -5; SKN-1 block = -1; MLLE-PAM2 inh = -2; bovine MsrA act = -2; MT1-MMP act inh = -3; eLon inh = 9; FAS TE block = 0

More records follow.
SMILES | MsrA inhibitor | TbMetRS inhib | NRP1-CendR mod | SKN-1 block | MLLE-PAM2 inh | bovine MsrA act | MT1-MMP act inh | eLon inh | FAS TE block
COc1ccc(S(=O)(=O)N2CCOCC2)cc1NC(=O)c1sccc1C | 0.5 | 0.8 | -7 | -15 | 8 | -2 | -1 | -1 | 7
COc1ccccc1C(=O)c1nc2ccccc2n1C | 1.5 | -0.8 | 2 | -23 | 2 | -6 | 4 | -13 | -6
OCCN1CCN(c2ncnc3scc(-c4ccc(F)cc4)c23)CC1 | -0.5 | -0.6 | -13 | 4 | 5 | -9 | -10 | -3 | -4
COCC(C)n1c(SCC(=O)NC(=O)NCc2ccccc2)nc2ccccc2c1=O (stereo not given) | 1.0 | -0.1 | 4 | 7 | -26 | -1 | 4 | 0 | 4
O=C(CN1CCN(S(=O)(=O)c2ccc3c(c2)OCCCO3)CC1)N1CCc2ccccc21 | -0.6 | -0.3 | 1 | -9 | 0 | -5 | 9 | -6 | 3
CCOc1ccc(-c2cc(CCCC(=O)Nc3cc(OC)ccc3OC)no2)cc1 | -0.8 | -0.5 | -1 | 3 | -8 | 3 | -3 | -6 | 22
O=C(NCCc1nc(-c2ccccc2Cl)no1)C1CCCCC1 | 0.0 | -0.1 | -12 | 4 | -1 | -2 | 2 | 3 | 0
COc1ccc2nc(/C=N/NC(=O)[C@H](CCSC)NC(=O)OC(C)(C)C)ccc2c1 | 3.6 | -0.2 | 1 | -3 | 15 | -4 | -1 | -4 | 1
CN1C(C(=O)NCC2CC2)CC2Cn3c(nc4cc5ccccc5cc43)C21 (stereo not given) | 0.4 | 0.3 | -9 | 1 | -13 | -3 | 0 | -3 | -8
Clc1cccc(-c2cc3nc4c(c(N5CCN(c6cnccn6)CC5)n3n2)CCCC4)c1 | 0.8 | -0.9 | -2 | 31 | 2 | -4 | -16 | -4 | 17
CCOc1cc(C(=O)OCC(=O)c2c(N)n(C)c(=O)n(C)c2=O)cc(OCC)c1OCC | 1.0 | -0.6 | 2 | 9 | -4 | -2 | -3 | -8 | -6
C=CCN(CC=C)C(=O)C1c2ccccc2Oc2ccccc21 | -0.8 | -0.1 | 0 | 10 | 5 | 5 | 3 | 8 | -1
COc1ccccc1N(CC(=O)NC1CCCC1)C(=O)CCCC(=O)Nc1ccccn1 | 0.5 | -0.2 | 3 | -19 | 8 | -8 | -2 | 2 | -6
Cc1cc(C)n(-c2nc(C(=O)O)cs2)n1 | -0.3 | -0.2 | 3 | 4 | -9 | -4 | 1 | -3 | -3
O=C1c2ccccc2C(=O)c2c1ncn2-c1ccccc1 | 0.5 | -0.6 | -4 | 10 | 3 | 6 | -4 | 6 | -8
Cc1noc(NS(=O)(=O)c2ccc(NC(=O)C(F)(F)F)cc2)c1C | -0.6 | -1.8 | -12 | -7 | -3 | -7 | -1 | -3 | 0
CC(C)n1cc(CN2CCC(C(=O)Nc3cccc(-c4cccc(Cl)c4)c3)CC2)cn1 | -0.7 | -0.5 | 20 | 1 | 22 | -2 | 2 | 6 | -3
O=C(c1cccc(Cl)c1)N1CCN(C(=O)c2ccco2)CC1 | 0.7 | -0.6 | -11 | 12 | -9 | -4 | 1 | -8 | -3
Cc1onc(-c2c(Cl)cccc2Cl)c1COC(=O)c1ccc(Cl)cc1[N+](=O)[O-] | 0.0 | -1.2 | -3 | -21 | -2 | -10 | 0 | 16 | 10
Cc1cccn2c(=O)c3cc(C(=O)NC4CCCCC4)n(C)c3nc12 | -1.6 | 0.4 | 11 | -16 | 26 | -3 | -7 | 6 | 3
COC(=O)c1cc(S(=O)(=O)NCc2ccccc2)c[nH]1 | -0.1 | -0.5 | 0 | 11 | -4 | 1 | -1 | 3 | -4
COC(=O)c1ccccc1NC(=O)Nc1c(C)n(C)n(-c2ccccc2)c1=O | -0.1 | 0.8 | 1 | 11 | -9 | -1 | -5 | -2 | -6
CCCCn1c(N)c(N(CCC(C)C)C(=O)CSc2nnc(C)s2)c(=O)[nH]c1=O | -1.1 | -0.4 | -6 | 23 | 1 | 1 | 6 | 13 | -5
COC(=O)Cn1c(O)c(N=NC(=O)CNC(=O)c2ccncc2)c2ccccc21 | 2.4 | -0.7 | 6 | 9 | 4 | -5 | 1 | 8 | -5
O=C(Nc1ccc(O)cc1)/C(=C\c1cccs1)NC(=O)c1ccccc1 | 1.5 | -0.9 | -1 | -5 | -3 | -6 | 2 | -19 | -9
O=C(CCc1nc2ccccc2[nH]1)Nc1ccc2c(c1)OCO2 | 0.3 | 1.4 | -6 | -16 | -6 | -10 | 4 | 1 | -2
Cc1ccc(NC(=O)COC(=O)C(NS(=O)(=O)c2ccc(Cl)cc2)C(C)O)cc1 (stereo not given) | -0.6 | 0.1 | -13 | 5 | 1 | -7 | 4 | 1 | -5
CC1(C)NC(=O)N(CCCOc2ccc(Br)cc2Cl)C1=O | 1.1 | 11* | 11 | 19 | -3 | -2 | 4 | -3 | -4
CCCOc1ccc(-c2c(C(=O)N/N=C/C3CC=CCC3)nnn2-c2nonc2N)cc1 (stereo not given) | -0.2 | -0.3 | -3 | -3 | -12 | -3 | -1 | 5 | -6
CC(C(=O)Nc1ccc(S(N)(=O)=O)cc1)N1CCc2ccccc21 (stereo not given) | 0.5 | -0.7 | -4 | -6 | 9 | -8 | -1 | 2 | -1
Cc1ccsc1/C=C(\C#N)C(=O)NCc1cccnc1 | 2.2 | -0.6 | -4 | -5 | -4 | -3 | 0 | -20 | -11
COc1ccc(NC(=O)Cn2nc(C)c([N+](=O)[O-])c2C)cn1 | -0.3 | -0.7 | -10 | -9 | -9 | -3 | 6 | 4 | -2
CCOC(=O)c1c(-c2ncc(C(F)(F)F)cc2Cl)noc1C | 0.3 | -0.5 | 18 | -3 | -6 | -14 | 1 | 1 | -5
CN(Cc1ccccc1)C(=O)COC(=O)CCC(=O)c1ccc(F)cc1 | 0.1 | -0.2 | 16 | -9 | 7 | 0 | -1 | -4 | -4
O=C(CN1C(=O)C2C3CC(C(Br)C3Br)C2C1=O)N1CCOCC1 (stereo not given) | 0.5 | -0.4 | 0 | 0 | -8 | 1 | -3 | 8 | -13
C=CCN=c1scc(-c2ccc3c(c2)NC(=O)CO3)n1/N=C(\C)c1ccccn1 | 1.6 | -0.7 | -2 | -7 | 3 | -8 | -8 | -3 | 10
O=C(Oc1ccc(C(=S)N2CCOCC2)cc1)c1cc([N+](=O)[O-])cc([N+](=O)[O-])c1 | -1.3 | -0.4 | -1 | -1 | 30 | 0 | 0 | 6 | 27
N#CCCN(Cc1cccnc1)C(=O)Nc1cccc(Cl)c1 | 0.9 | -0.9 | 6 | -7 | -3 | -1 | 2 | -5 | 1
CCCCCC(=O)N1CC2(CC(c3cccc(NC(=O)c4ccccc4)c3)=NO2)C[C@@H]1C(N)=O (stereo not given in full) | -1.8 | -0.3 | 13 | 0 | -1 | -1 | 4 | -14 | -1
O=C(CCCNC(=O)c1ccc(Cl)cc1)Nc1ccccc1F | 0.0 | 0.7 | -1 | 1 | 1 | 1 | 1 | -2 | -2
COc1ccc2c(c1)C(=O)CC(O)(C(F)F)O2 (stereo not given) | 1.0 | -0.2 | 11 | -12 | -8 | -2 | 0 | -3 | -4
Cc1ccsc1C(=O)NNC(=O)c1ccccc1F | 0.5 | -0.6 | 2 | 14 | -9 | -9 | -8 | 2 | -1
Cc1cc2c(c(=O)n1Cc1cccnc1)C(c1cccs1)C(C#N)=C(N)O2 (stereo not given) | -0.2 | -0.7 | -15 | 19 | -12 | -2 | -5 | -3 | 2
COc1ccc(NC(=O)N2CCCc3ccccc32)cc1 | 0.6 | 0.4 | -16 | 15 | 4 | -2 | 5 | 1 | -2
O=C(NCC(c1ccco1)N1CCCC1)c1cc(S(=O)(=O)N2CCOCC2)ccc1Cl (stereo not given) | 0.2 | 0.4 | 10 | 11 | -4 | -3 | -1 | 3 | -7
CC(C)c1cc(=O)n2[nH]c(N)nc2n1 | 0.4 | -0.9 | 6 | 0 | 3 | -8 | 5 | -4 | -2
COC(=O)c1ccc(NC(=O)CSc2n[nH]c(-c3ccncc3)n2)cc1 | 0.1 | -0.7 | -1 | -10 | -20 | -4 | -1 | -2 | -5
COc1ccc(C(=Cc2ccccc2)C(=O)O)cc1 | 1.0 | 0.0 | 0 | 1 | 5 | -9 | -1 | 4 | -11
O=C(Nc1ccccc1)c1ccc(Br)o1 | 0.3 | -0.4 | 8 | 22 | 1 | -5 | 0 | -2 | -11
Cc1ccc(/C=C(\C#N)C(=O)Nc2cccc3ncccc23)o1 | 0.9 | 0.3 | -46 | 9 | -13 | -4 | -4 | -18 | -20
CCCCc1nc2cc(C(=O)N(C)C3CCOCC3)ccc2o1 | -0.6 | -0.1 | 2 | -1 | -2 | -2 | -2 | -3 | 1
N=c1ccn(Cc2ccc(Cl)cc2Cl)cc1 | -0.6 | -0.2 | -10 | -6 | 8 | -6 | -1 | 4 | -8
O=C(Nc1ccc(-c2ccc(N3CCCCC3)nn2)cc1)c1ccco1 | 3.4 | -0.5 | 0 | 15 | 6 | -4 | 2 | -5 | 9

An unsorted share of the library; 4% or so of the library scored in one or more.
